Compound activity deposited in PubChem BioAssay by National Center for Advancing Translational Sciences (NCATS).
HT1080 IDH1KD tx = HT-1080 IDH1 knockdown cell toxicity (counter line); Potency, µM (highest dose often 46.1 µM), for inactives: at the highest dose activity, negative = toxicity, most hits filed as cytotoxic; AID 686971; HT-1080 IDH1 knockdown viability, ATP luminescence, 48 h; 360,000 compounds, 2% hits;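 note: potency is the fitted concentration of half-maximal effect; 0% = DMSO wells and -100% = cell-free medium wells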
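Knockdown cells (IDH1KD HT-1080) received compounds 2 h after plating at 750 cells/well and were kept 48 h at 37 °C in 5% FBS RPMI. A CellTiter-Glo luminescence read gave % activity for curve fitting.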
KB-V1 MDR tox = kills drug-selected multidrug resistant KB-V1 cells | KB-V1 MDR cells viability, CellTiter-Glo, 72 h | Potency, µM (doses to about 46.1 µM), for the others: at the highest dose activity change, negative = cytotoxicity, most hits filed as cytotoxic | 400,000 compounds, 3.4% hits; note: potency is the fitted concentration of half-maximal effect; % is set by controls: 0 for no effect and ±100 for the full control effect; nearly all actives have a fitted effect of over 60% in size
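KB-V1 cells (P-gp-expressing MDR subline of KB-3-1) in phenol-red-free DMEM with 10% FBS were exposed to library compounds over a concentration series for 72 h at 37 degrees C. Viability read by CellTiter-Glo luminescence; concentration-effect curves fitted after normalization.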
D3 ag = agonists of human D3 dopamine receptor. P35462. D3R DiscoveRx beta-arrestin cells, luminescence, 90 min. max activation, %. 410,000 compounds, 0.58% hits; in the data active = max activation above about 30%; note: 0% is about no effect; mostly tested at two doses, the higher about 12 µM
Target sequence (P35462 whole entry, looked up): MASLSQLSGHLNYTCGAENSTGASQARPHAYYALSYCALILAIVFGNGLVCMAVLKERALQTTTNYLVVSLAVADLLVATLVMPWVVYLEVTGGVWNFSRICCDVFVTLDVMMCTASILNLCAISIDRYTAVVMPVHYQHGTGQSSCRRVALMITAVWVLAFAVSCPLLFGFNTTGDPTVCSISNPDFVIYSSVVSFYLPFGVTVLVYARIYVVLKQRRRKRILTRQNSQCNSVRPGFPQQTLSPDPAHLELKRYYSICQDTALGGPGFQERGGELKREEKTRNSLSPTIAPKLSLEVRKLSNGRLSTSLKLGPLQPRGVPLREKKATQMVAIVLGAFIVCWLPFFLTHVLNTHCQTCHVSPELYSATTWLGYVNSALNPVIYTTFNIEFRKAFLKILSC
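Cells at 1500/well, incubated overnight, then treated with pinned compounds (dopamine as control) for 90 min at 37 degrees C. DiscoveRx reagent added for 30 - 60 minutes at room temperature; luminescence read.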
IL-1B inflam inh = inhibitors of inflammasome signaling (IL-1 beta secretion); 360,000 compounds, 4.7% hits; THP-1 LPS/ATP IL-1B secretion, AlphaLISA, 16 h; active compounds read low; activity change, % at 57.5 µM; AID 743279; in the data active = activity change below about -50%; inconclusive = mostly about -30% to -49%; note: % is set by controls: 0 for no effect and ±100 for the full control effect
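Secreted IL-1B measured by AlphaLISA bead assay after 16 h compound exposure of THP-1 cells; compounds (final up to 57.5 uM) added 1 h before LPS (250 ng/mL) and ATP (1.25 mM) stimulation; lower signal means less secretion.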
GLP1R cytotox = cytotoxic in the GLP-1 receptor inverse agonist counter-screen. AID 624418. 410,000 compounds, 0.13% hits. Potency, µM (series often up to 38.3 µM), for inactives: top-dose activity change, negative = inhibition, actives largely listed as inhibitors. HEK293 cAMP-luciferase reporter cells, luminescence, 24 h;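 note: loss of luciferase light is scored as toxicity; potency is the fitted concentration of half-maximal effect; % is set by controls: 0 for no effect and ±100 for the full control effect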
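A 23 nL compound transfer followed 12 hours of cell culture at 37 deg C; exposure then lasted 24 hr. Luciferase assay detection reagent was dispensed and plates read for luminescence after a 12 min room-temperature wait.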
SW480 rerep = induces DNA re-replication in SW480 colon adenocarcinoma cells | 340,000 compounds, 1.8% hits | Potency, µM (titrated, usually from 46.1 µM), for inactives: at the top dose re-replication activation, most hits filed as activators | SW480 DNA re-replication, Hoechst DNA content imaging, 48 h | AID 624297; note: potency is the fitted concentration of half-maximal effect; % of control where 0% means no effect; nearly all actives have a fitted effect of over 55% in size
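Image-based DNA-content assay: after two days of treatment, nuclei were labelled with the DNA dye Hoechst and imaged, and hits were compounds raising the count of nuclei showing high fluorescence intensity.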
MCF10A rerep = inducers of DNA re-replication in MCF 10A breast cells | MCF 10A DNA re-replication, Hoechst nuclear intensity, 48 h | Potency, µM (series often up to 46.1 µM), for the others: top-dose activity, positive = re-replication, usual class: activators | 350,000 compounds, 2.9% hits | AID 624296; note: potency is the fitted concentration of half-maximal effect; % of control where 0% means no effect; nearly all actives have a fitted effect of over 50% in size
HT1080NT lethal = kills 2HG-producing HT-1080-NT fibrosarcoma cells; HT-1080-NT fibrosarcoma viability, CellTiter-Glo ATP luminescence, 48 h; Potency, µM (top dose mostly 46.1 µM), for the others: at the top dose activity, negative = less viability, hits mostly cytotoxic; 360,000 compounds, 1.6% hits; AID 686970;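 note: NT is the 2HG producing partner of a matched IDH1 knockdown line; potency is the fitted concentration of half-maximal effect; 0% = DMSO-treated cells and -100% = media-only wells without cells; nearly all actives have a fitted effect of over 55% in size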
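HT-1080-NT; 750 cells/well; 5% FBS RPMI; 48 h compound, 37 degrees C; CellTiter-Glo luminescence; curve fitting and curve-class assignment.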
KB-3-1 cytotox = KB-3-1 parental cell cytotoxicity; KB-3-1 viability, CellTiter-Glo ATP luminescence, 72 h; Potency, µM (doses to about 46.1 µM), without a hit: top-dose activity change, negative = cytotoxic, actives largely listed as cytotoxic; 400,000 compounds, 1.4% hits; note: potency is the fitted concentration of half-maximal effect; % is set by controls: 0 for no effect and ±100 for the full control effect; nearly all actives have a fitted effect of over 60% in size
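Here the drug-naive KB-3-1 line serves as comparator for MDR sub-line selectivity; cells received compound titrations, 72 h at 37 °C, then CellTiter-Glo readout.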
An asterisk follows results filed as active; [ ] = another dose, or the depositor's remark. Unless noted, calls come from the whole dose curve; as a rule, active = well fitted curve in the direction sought with a large enough effect; inconclusive = small, poorly fitted or top-dose-only effect, or another doubt; inactive = no such curve, though single readings can be large; an effect the other way counts as inactive or inconclusive.

For O=c1c2cccnc2[nH]c(=S)n1CCCN1CCN(c2ccccc2F)CC1 the results were HT1080 IDH1KD tx 4%, KB-V1 MDR tox -23%, D3 ag 7, IL-1B inflam inh 4, GLP1R cytotox 10%, SW480 rerep -1%, MCF10A rerep inconclusive, HT1080NT lethal 7% and KB-3-1 cytotox 13µM*.
Screening CCOC(=O)c1sc(N)nc1C(F)(F)F returned HT1080 IDH1KD tx 3%, KB-V1 MDR tox -12%, D3 ag 20, IL-1B inflam inh 13, GLP1R cytotox 2%, SW480 rerep -39%[inhibitor], MCF10A rerep -44%[inhibitor], HT1080NT lethal 2% and KB-3-1 cytotox -18%.
For CC(=O)N(O)c1ccc(C=Cc2ccccc2)cc1 the results were HT1080 IDH1KD tx inconclusive, KB-V1 MDR tox inconclusive, D3 ag -2, IL-1B inflam inh 0, GLP1R cytotox -49%, HT1080NT lethal inconclusive and KB-3-1 cytotox inconclusive.
For CC1(C)Cc2c(sc(NC(=O)c3ccco3)c2C#N)CO1 the results were HT1080 IDH1KD tx 12%, KB-V1 MDR tox -6%, D3 ag -5, IL-1B inflam inh 4, GLP1R cytotox -10%, SW480 rerep 3%, MCF10A rerep -5%, HT1080NT lethal 3% and KB-3-1 cytotox 14%.
For COC(=O)c1c(NC(=O)CC2Nc3ccccc3NC2=O)sc(C)c1C (stereo not drawn) the results were HT1080 IDH1KD tx -1%, KB-V1 MDR tox inconclusive, D3 ag -5, IL-1B inflam inh 0, GLP1R cytotox 7%, SW480 rerep 4%, MCF10A rerep 10µM*, HT1080NT lethal -4% and KB-3-1 cytotox 1%.
`COC(=O)c1scc(-c2ccc(C)cc2)c1S(=O)(=O)Nc1cccc(C(F)(F)F)c1` gave KB-V1 MDR tox 3%, D3 ag -10, GLP1R cytotox 0% and KB-3-1 cytotox -16%.
CCCCn1c(N)c(N(CC(C)C)C(=O)c2cc3ccccc3cc2OC)c(=O)[nH]c1=O was read as HT1080 IDH1KD tx 0%, KB-V1 MDR tox 14%, D3 ag -6, IL-1B inflam inh -6, GLP1R cytotox -9%, SW480 rerep -142%[inhibitor], MCF10A rerep inconclusive, HT1080NT lethal 7% and KB-3-1 cytotox 7%.
C/C(=N\Nc1nc(C)cc(C)n1)c1ccc(N2CCOCC2)cc1 was read as HT1080 IDH1KD tx -2%, KB-V1 MDR tox 7%, D3 ag -11, IL-1B inflam inh 0, GLP1R cytotox -23%, SW480 rerep inconclusive, MCF10A rerep inconclusive, HT1080NT lethal 2% and KB-3-1 cytotox -8%.
For O=C(NNC(=O)c1ccc(-c2ccc([N+](=O)[O-])cc2)o1)c1ccncc1 the results were HT1080 IDH1KD tx -1%, KB-V1 MDR tox inconclusive, D3 ag -9, IL-1B inflam inh -29, GLP1R cytotox 0%, SW480 rerep -8%, MCF10A rerep -6%, HT1080NT lethal 5% and KB-3-1 cytotox 20%.
`C/C(=N\NC(N)=O)c1c(F)cccc1F` gave HT1080 IDH1KD tx 17%, KB-V1 MDR tox inconclusive, D3 ag -3, IL-1B inflam inh 4, GLP1R cytotox 4%, SW480 rerep -15%, MCF10A rerep -5%, HT1080NT lethal 10% and KB-3-1 cytotox inconclusive.
CCc1ccc(-n2c(CCC(=O)O)ccc2-c2cccs2)cc1 was read as KB-V1 MDR tox inconclusive, D3 ag -4, GLP1R cytotox 6% and KB-3-1 cytotox 4%.
For O=C(CC1C[C@H](C(=O)N2CCCCC2)[C@@]2(CCc3ccccc3)c3[nH]c4ccccc4c3CCN2C1=O)NCCc1ccccn1 (stereo partly drawn) the results were HT1080 IDH1KD tx 7%, KB-V1 MDR tox 12µM*, D3 ag 0, IL-1B inflam inh inconclusive, GLP1R cytotox 0%, SW480 rerep -54%[inhibitor][9.22 µM], MCF10A rerep 24%, HT1080NT lethal 9% and KB-3-1 cytotox inconclusive.
`COc1cccc(OCC(=O)NNC(=O)c2ccc3ccccc3c2O)c1` gave HT1080 IDH1KD tx -6%, KB-V1 MDR tox 3%, D3 ag 4, IL-1B inflam inh 21, GLP1R cytotox -5%, SW480 rerep 5%, MCF10A rerep -8%, HT1080NT lethal -6% and KB-3-1 cytotox -16%.
`Cc1ccc(SC2=C(N(C)C)C(=O)c3ccccc3C2=O)cc1` gave HT1080 IDH1KD tx inconclusive, KB-V1 MDR tox -10%, D3 ag -7, IL-1B inflam inh -64*, GLP1R cytotox 15%, SW480 rerep inconclusive, MCF10A rerep 12µM*, HT1080NT lethal inconclusive and KB-3-1 cytotox inconclusive.
`C=CCOc1ccc(CNC(C)(C)CO)cc1OCC` gave HT1080 IDH1KD tx 17%, KB-V1 MDR tox 4%, D3 ag -7, IL-1B inflam inh 4, GLP1R cytotox 9%, SW480 rerep -4%, MCF10A rerep 5%, HT1080NT lethal 17% and KB-3-1 cytotox 2%.
Screening Cc1cc(S(=O)(=O)NCC(c2ccc(N(C)C)cc2)N2CCOCC2)ccc1F (stereo not drawn) returned KB-V1 MDR tox 6%, D3 ag -12, GLP1R cytotox 6% and KB-3-1 cytotox 19%.
`COc1ccccc1-c1c(C)nn2c(N3CCN(c4cccc(Cl)c4)CC3)cc(C)nc12` gave KB-V1 MDR tox 16%, D3 ag -6, GLP1R cytotox 16% and KB-3-1 cytotox 22%.
For CCOC(=O)CNC(=O)CSc1nc(-c2ccc(OC)cc2)ns1 the results were HT1080 IDH1KD tx 0%, KB-V1 MDR tox -1%, D3 ag 2, IL-1B inflam inh 0, GLP1R cytotox -7%[0.307 µM], SW480 rerep -1%, MCF10A rerep -3%, HT1080NT lethal -8% and KB-3-1 cytotox 2%.
`C=CCN(C(=O)CCC(=O)Nc1cc(C)on1)C(C(=O)NC(C)(C)C)c1cccc(OC)c1OC` (stereo not drawn) gave HT1080 IDH1KD tx 15%, KB-V1 MDR tox 8%, D3 ag -5, IL-1B inflam inh 27, GLP1R cytotox 2%, SW480 rerep 0%, MCF10A rerep 4%, HT1080NT lethal 15% and KB-3-1 cytotox 10%.
`Cn1c(C(=O)NCCOc2ccccc2Cl)cc(=O)n(C)c1=O` gave HT1080 IDH1KD tx 26%, KB-V1 MDR tox -2%, D3 ag 3, IL-1B inflam inh 19, GLP1R cytotox 13%, SW480 rerep -4%, MCF10A rerep -6%, HT1080NT lethal 20% and KB-3-1 cytotox inconclusive.
COc1ccccc1CN(C)C(=O)c1cc(S(=O)(=O)N2CCCCCC2)ccc1OC was read as HT1080 IDH1KD tx -13%, KB-V1 MDR tox 3%, D3 ag 0, IL-1B inflam inh -15, GLP1R cytotox -8%, HT1080NT lethal -12% and KB-3-1 cytotox -2%.
Cc1c(C)n(CCc2ccccc2)c2ncnc(NCCCN(C)C)c12 was read as HT1080 IDH1KD tx inconclusive, KB-V1 MDR tox 0%, D3 ag -14, IL-1B inflam inh -72*, GLP1R cytotox -27%, SW480 rerep inconclusive, MCF10A rerep inconclusive, HT1080NT lethal inconclusive and KB-3-1 cytotox -36%.
`CCc1ccc(C(C#N)=CC=Cc2ccccc2)cc1` gave HT1080 IDH1KD tx inconclusive, KB-V1 MDR tox inconclusive, D3 ag -1, IL-1B inflam inh inconclusive, GLP1R cytotox 0%, HT1080NT lethal -28% and KB-3-1 cytotox inconclusive.
Screening Cc1ccc(Cc2c(-c3ccccc3)nc3c4ccccc4ccn23)cc1 returned HT1080 IDH1KD tx -2%, KB-V1 MDR tox -14%, D3 ag 5, IL-1B inflam inh 47, GLP1R cytotox 2%, HT1080NT lethal -4% and KB-3-1 cytotox 6%.
Screening Clc1ccc2nc(N3CCCCC3)[nH]c2c1 returned HT1080 IDH1KD tx -2%, KB-V1 MDR tox 2%, D3 ag -21, IL-1B inflam inh -15, GLP1R cytotox 4%, SW480 rerep -7%, MCF10A rerep 1%, HT1080NT lethal -2% and KB-3-1 cytotox -29%.
For COc1ccc(C(=O)CSc2nnc(CCc3ccccc3)n2-c2ccccc2)cc1 the results were HT1080 IDH1KD tx 3%, KB-V1 MDR tox 9.2µM*, D3 ag 7, IL-1B inflam inh -17, GLP1R cytotox 4%, SW480 rerep 17%, MCF10A rerep 7.3µM*, HT1080NT lethal 15% and KB-3-1 cytotox 2%.
CCC(CC)C(=O)Nc1cccc(C(=O)NCc2ccco2)c1 was read as HT1080 IDH1KD tx -11%, KB-V1 MDR tox 5%, D3 ag 2, IL-1B inflam inh -9, GLP1R cytotox 4%, SW480 rerep -5%, MCF10A rerep 18%, HT1080NT lethal 11% and KB-3-1 cytotox 8%.
`Nn1c(SCC(=O)NC(=O)NCc2ccco2)nnc1-c1ccc(OC(F)F)cc1` gave HT1080 IDH1KD tx 5%, KB-V1 MDR tox inconclusive, D3 ag 7, IL-1B inflam inh 2, GLP1R cytotox 2%, SW480 rerep -6%, MCF10A rerep -6%, HT1080NT lethal -2% and KB-3-1 cytotox 14%.
Screening CCc1ccc(N2CCN(C(=O)c3ccc(OC)c(OC)c3)CC2)cc1 returned HT1080 IDH1KD tx -3%, KB-V1 MDR tox -10%, D3 ag 3, IL-1B inflam inh 0, GLP1R cytotox 3%, SW480 rerep -2%, MCF10A rerep 4%, HT1080NT lethal 9% and KB-3-1 cytotox inconclusive.
Screening O=C(/C=C/c1cccc([N+](=O)[O-])c1)Nc1ccc(NC(=O)c2cccs2)cc1 returned HT1080 IDH1KD tx 7%, KB-V1 MDR tox -1%, D3 ag -13, IL-1B inflam inh 8, GLP1R cytotox 0%, SW480 rerep -2%, MCF10A rerep -8%, HT1080NT lethal 6% and KB-3-1 cytotox 9%.
